Assay outcomes: PubChem BioAssay, National Center for Advancing Translational Sciences (NCATS)
BRCA1 expr up = increases BRCA1 expression. MCF7-BRCA1-FFLuc reporter, luminescence, 48 h; response scale: scaled: vehicle 0%, 10 µM genistein 100%. Potency, µM (series often up to 46.1 µM), for the others: top-dose activation, most hits filed as activators. hit rate 1.1% among 380,000. AID 624202; note: nearly all actives have a fitted effect of over 80% in size; some results filed as inactive show a strong effect at the top dose
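Using MCF7 cells harboring a BRCA1 firefly luciferase reporter, plated 2 h before compound pinning, the screen measured luminescence after 48 h incubation. Responses were normalized to DMSO and 10 microM genistein, then fitted for concentration-effect.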
p53 reactivator = restores transcriptional activity of mutant p53; AID 504706; H1299 p53-A138V BP100-luciferase reporter, luminescence, 24 h; Potency, µM (titrated, usually from 92.2 µM), without a hit: at the highest dose activity change, positive = activation, most hits filed as activators; hit rate 0.063% among 320,000; note: % of control where 0% means no effect; nearly all actives have a fitted effect of over 45% in size
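H1299 (p53-null), stable ts p53-A138V + BP100-Luc; 1000 cells/well, Opti-MEM/10% FBS; cpd 4 pt, 1:5; 24 h, 37 deg C, 5% CO2; detection reagent 10 min RT; luminescence.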
FLuc counter = counter-screen for miR-21 project: firefly luciferase inhibitors or activators; Potency, µM (doses to about 57.5 µM), without a hit: at the top dose activity change, negative = inhibition, usual class: inhibitors; P08659; purified FLuc, Km substrates, luminescence inhibition; hit rate 6.9% among 360,000; AID 588342;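 note: plate controls were vehicle for no effect and reference inhibitor for full effect; nearly all actives have a fitted effect of over 55% in size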
Target sequence (P08659 whole entry, looked up): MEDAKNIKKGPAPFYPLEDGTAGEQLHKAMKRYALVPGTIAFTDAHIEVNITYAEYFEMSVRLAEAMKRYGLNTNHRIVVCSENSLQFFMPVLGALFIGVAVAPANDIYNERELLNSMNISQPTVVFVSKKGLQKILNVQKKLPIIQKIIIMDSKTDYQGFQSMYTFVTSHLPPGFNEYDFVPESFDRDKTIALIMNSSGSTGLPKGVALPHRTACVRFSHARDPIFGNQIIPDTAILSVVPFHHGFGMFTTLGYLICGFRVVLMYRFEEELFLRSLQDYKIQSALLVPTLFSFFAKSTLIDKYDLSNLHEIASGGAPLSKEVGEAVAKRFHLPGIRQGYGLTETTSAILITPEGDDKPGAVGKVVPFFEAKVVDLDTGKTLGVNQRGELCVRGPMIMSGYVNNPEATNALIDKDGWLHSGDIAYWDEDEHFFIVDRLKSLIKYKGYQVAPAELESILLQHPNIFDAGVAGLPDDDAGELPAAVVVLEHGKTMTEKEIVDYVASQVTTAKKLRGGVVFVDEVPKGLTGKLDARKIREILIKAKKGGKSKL
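Purified P. pyralis luciferase (10nM final) with 10uM D-luciferin and 10uM ATP (Km levels) in 50mM Tris acetate pH 7.5, 10mM Mg acetate, 0.01% Tween-20, 0.05% BSA; qHTS 6-point titration, ~60 µM downward; luminescence read.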
MBNL1-CUG inh = MBNL1-poly(CUG) RNA binding inhibition; Potency, µM (doses to about 57.5 µM), inactives show at the highest dose activity change, negative = inhibition, most hits filed as inhibitors; AID 2675; Q9NR56; hit rate 0.036% among 280,000; TR-FRET MBNL1-His/biotin-(CUG)12 binding, 665/545 ratio; active = well fitted inhibition curve with a large enough effect in the signal ratio, with a control signal flat, not every such curve was filed as active; inconclusive = small, poorly fitted or top-dose-only effect, or effect the other way, or a change in a side signal; inactive = no such curve, though single readings can be large or run the other way; the % refers to the signal ratio; note: % is set by controls: 0 for no effect and ±100 for the full control effect
Target sequence (Q9NR56 whole entry, looked up): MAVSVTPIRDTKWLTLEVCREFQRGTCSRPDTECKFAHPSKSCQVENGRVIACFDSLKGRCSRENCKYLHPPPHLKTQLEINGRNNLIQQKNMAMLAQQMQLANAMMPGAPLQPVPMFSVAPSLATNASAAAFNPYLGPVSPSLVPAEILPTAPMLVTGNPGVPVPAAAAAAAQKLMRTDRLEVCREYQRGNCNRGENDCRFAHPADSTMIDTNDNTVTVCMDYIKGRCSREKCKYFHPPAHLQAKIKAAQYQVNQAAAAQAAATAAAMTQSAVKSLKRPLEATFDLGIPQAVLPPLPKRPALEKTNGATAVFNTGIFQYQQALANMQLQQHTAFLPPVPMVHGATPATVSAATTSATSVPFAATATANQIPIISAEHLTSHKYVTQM
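Compound titration spanned 92 nM–58 uM against the MBNL1-His/biotin-(CUG)12 complex. After 60 min at room temperature with 5 nM streptavidin-XL665 and 0.055 ng/ul terbium anti-His, ratiometric 665/545 nm emission (Ex 340 nm) normalized to controls.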
Rab9 promoter act = activates the Rab9 promoter | Potency, µM (top dose mostly 9.22 µM), for the others: at the highest dose activation, negative = inhibition, hits mostly activators | AID 485297 | hit rate 2.8% among 320,000 | Huh7 Rab9 promoter-luciferase reporter, luminescence, 24 h; note: % of control where 0% means no effect; nearly all actives have a fitted effect of over 60% in size
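Stable Rab9-luc Huh7, 1500 cells/well, 2 h settle; cmpd in DMSO, 24 h, 37 °C/5% CO2; luciferase reagent 10 min RT; luminescence.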
NPC1 prom act = NPC1 promoter activation. Huh7 NPC1 promoter luciferase reporter, 24 h. Potency, µM (titrated, usually from 9.22 µM), inactives show at the top dose activation, usual class: activators. hit rate 2.4% among 320,000. AID 485313;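 note: % of control where 0% means no effect; nearly all actives have a fitted effect of over 60% in size; reporter is driven by a mutant NPC1 promoter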
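Stably transfected Huh7 (NPC1 promoter→luciferase), 1500 cells/well in Opti-MEM + 10% FBS, 2 h settle, then compound 24 h at 37 °C. Luminescence after 10 min with Amplite reagent.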
RORg inh = inhibitors of mouse ROR gamma transcriptional activity | Drosophila S2 Gal4-RORgamma UAS-luciferase reporter, 20 h | Potency, µM (series often up to 53.6 µM), for the others: at the top dose activity change, negative = inhibition, most hits filed as inhibitors | hit rate 5.4% among 310,000; note: % is set by controls: 0 for no effect and ±100 for the full control effect; nearly all actives have a fitted effect of over 60% in size
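Stably transfected Drosophila Schneider cells are the test system, with ROR gamma fused to Gal4 and luciferase under UAS control; luminescence is read after 20 hr of 700 uM copper sulfate induction at ambient temperature.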
Gal4-VP16 FLuc = Gal4-VP16 reporter inhibition counter-screen | Drosophila S2 Gal4-VP16 UAS-luciferase, luminescence, 20 h | Potency, µM (top dose mostly 53.6 µM), inactives show at the highest dose activity, negative = inhibition, hits mostly inhibitors | hit rate 3.5% among 310,000;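 note: Gal4-VP16 expression switched on by copper sulfate through the metallothionein promoter; % is set by controls: 0 for no effect and ±100 for the full control effect; nearly all actives have a fitted effect of over 50% in size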
uPA generation = blocks generation of uPA at the cell surface. hit rate 0.31% among 330,000. cell surface uPA generation assay, qHTS. Potency, µM (series often up to 38.3 µM), for the others: top-dose activity change, negative = inhibition, hits mostly inhibitors; active = well fitted inhibition curve with a large enough effect; inconclusive = small, poorly fitted or top-dose-only effect; inactive = no such curve, though single readings can be large or run the other way; tested in mouse RAW 264.7 cells; note: % is set by controls: 0 for no effect and ±100 for the full control effect; nearly all actives have a fitted effect of over 55% in size
ELG1 genotox = induces genotoxicity in HEK293T cells with luciferase-tagged ELG1; HEK293T ELG1-luciferase reporter, luminescence, 16 h; Potency, µM (top dose mostly 46 µM), for inactives: at the top dose activity change, positive = activation, most hits filed as activators; hit rate 1.3% among 330,000; note: % of control where 0% means no effect; nearly all actives have a fitted effect of over 60% in size
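Genotoxicity was scored as increased ELG1-luciferase reporter signal, measured by ONE-Glo luminescence (30 min, room temperature). Compound or vehicle exposure of the HEK293T reporter cells lasted 16 hr at 37°C.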
Starred values were filed as active, the others as inactive; ? = inconclusive; . = not tested or not shown; & = joins results of further samples; [ ] = dose if it differs, or a comment. Unless noted, calls come from the whole dose curve; as a rule, active = well fitted curve in the direction sought with a large enough effect; inconclusive = small, poorly fitted or top-dose-only effect, or another doubt; inactive = no such curve, though single readings can be large; an effect the other way counts as inactive or inconclusive. Potency is the fitted concentration of half-maximal effect.

Results follow in this order: BRCA1 expr up | p53 reactivator | FLuc counter | MBNL1-CUG inh | Rab9 promoter act | NPC1 prom act | RORg inh | Gal4-VP16 FLuc | uPA generation | ELG1 genotox
CCC(=O)c1ccc(OCC(=O)N2CCN(c3ccccn3)CC2)cc1
  -1% | -2% | -3% | -1% | 8% | -4% | 17% | 3% | 2% | 4%
O=C(CCS(=O)(=O)c1ccc(Cl)cc1)Nc1nc(-c2cccnc2)cs1
  -2% | ? | 5% | 3% | ? | 16% | -8% | -13% | 0% | .
CC(C)(C)OC(=O)N1CCC[C@H]1c1nnc(SCc2c(Cl)cccc2Cl)o1
  -5% | -4% | -2% | -4% | -2% | -2% | 1% | 2% | 10% | -8%
Cc1ccc(N2CC(C(=O)OCC(=O)Nc3ccccc3C)CC2=O)cc1 (stereo not given)
  9% | 10% | -1% | . | -3% | -4% | . | . | 7% | 0%
CC1(c2ccccc2)CC(C)(C)N(C(N)=O)c2ccccc21 (stereo not given)
  -13% | 6% | -2% | 9% | 0% | 0% | 6% | -9% | 7% | -8%
CCN(CC)C(=O)CN(C#N)c1nc(OC)nc(N(C)C)n1
  0% | -1% | 0% | -8% | 4% | 0% | -29% | -2% | -4% | 1%
Cc1ccc(CNC(=O)C2CCCN(S(=O)(=O)c3cnc[nH]3)C2)cc1 (stereo not given)
  0% | -8% | -7% | -11% | 0% | 0% | 21% | -12% | 3% | -1%
O=C(NNC(=O)C1CC1)c1ccccc1[N+](=O)[O-]
  -2% | 1% | 0% | 16% | -7% | -6% | -1% | 1% | 1% | 0%
N#C/C(=C\c1cc(Cl)c(OCc2ccc(Cl)cc2)c(Cl)c1)C(N)=O
  . | ? | -13% | -6% | 21% | 20% | -1% | 24% | . | 10%
Cc1cc(C2=NNC(=NCc3ccccc3)SC2)c(C)n1-c1c(C)n(C)n(-c2ccccc2)c1=O
  -13% | 3% | 5% | 4% | -1% | -1% | 25% | 5% | 2% | 3%
COCCNC(=O)CN1CCN(C(c2ccccc2)c2ccccc2)CC1
  8% | -8% | 2% | 3% | -1% | -5% | -22% | -2% | 2% | -7%
CCOc1ccc(CCNC(=O)c2[nH]c(C)c(C(C)=O)c2CC)cc1OCC
  -17% | 0% | 0% | 0% | -8% | -4% | -3% | 0% | 3% | 0%
NS(=O)(=O)c1ccc(CCNC(=O)CSc2ccc3ccccc3c2)cc1
  -10% | -3% | -11% | . | -3% | 4% | -11% | 1% | -3% | -6%
COc1ccccc1NC(=O)CN1C(=O)C(C)SC(C)C1=O (stereo not given)
  6% | 8% | 5% | -13% | -2% | 0% | 29% | -1% | -2% | 0%
COc1ccc(-c2cc(C(=O)Nc3c(C)n(C)n(-c4ccccc4)c3=O)c3ccccc3n2)cc1
  -38% | -2% | 15µM* | ? | -1% | -9% | 6% | -6% | 2% | -21%
CCOc1ccc(CCNC(=O)c2ccc(C)c(N3CCCC3=O)c2)cc1OCC
  16% | -2% | 6% | -8% | 1% | -1% | 3% | 1% | -1% | 3%
COc1ccc(OCC(=O)Nc2cc(C)c(Cl)cc2OC)c([N+](=O)[O-])c1
  ? | 10% | 5% | . | ? | ? | 16%[10 µM] | 2% | 3% | 8%
Nc1nonc1-n1nnc(C(=O)N/N=C/c2ccc(OCc3ccccc3F)cc2)c1CN1CCCCC1
  39% | ? | -7% | 0% | -1% | -1% | -6% | 7% | 10% | 0%
CCN(CC)S(=O)(=O)c1ccc(O)c(NS(=O)(=O)c2ccccc2F)c1
  -13% | 0% | 0% | -8% | -5% | 0% | 10µM* | -29% | 1% | 0%
Cc1nnc(SCC(=O)N2CCCCCC2)n(N)c1=O
  12% | 2% | -3% | -1% | 0% | -2% | -2% | -3% | 9% | -9%
CC(=O)OC1c2ccccc2C(=O)N1Cc1ccccc1 (stereo not given)
  -4% | 0% | 0% | 6% | 0% | 1% | 16% | -2% | 0% | 0%
O=C(O)C1CCCNC1 (stereo not given)
  23% | 1% | 1% | 13% | 4%[46.1 µM] | -1%[46.1 µM] | 9%&-18% | 4%&4% | -1% | 3%
CCCC(=O)Nc1ccc(C(=O)NCc2ccccc2Cl)cc1
  -2% | -3% | -4% | 10% | -1% | -3% | 43% | 3% | 1% | -3%
O=C(N(c1ccccn1)c1ccccn1)C12CC3CC(CC(C3)C1)C2
  7% | 0% | -2% | 0% | -2% | -5% | 16% | -3% | -3% | -2%
O=C(CCc1ccccc1)Nc1cccc(NC(=O)CCc2ccccc2)c1
  -1% | 2% | -19% | 3% | -4% | -1% | ? | -7% | . | -10%
O=C(CCn1cnc2ccccc2c1=O)Nc1cccc(Cl)c1Cl
  3% | 11% | -2% | 1% | -2% | -1% | 14% | 6% | 13% | -3%
CC(C)(C)C(=O)Nc1ccc(C(=O)N/N=C/C2CC3C=CC2C3)cc1 (stereo not given)
  29% | -2% | -20% | ? | -1% | 2% | -39% | 0% | 2% | 2%
COC(=O)c1scc(C)c1NC(=O)Cc1ccccc1
  -32% | -6% | -1% | 0% | 0% | -4% | 10% | -5% | . | 1%
CCc1nc(SCC(=O)Nc2ccc(OC)cc2[N+](=O)[O-])n[nH]1
  4% | -1% | 5% | ? | -7% | 1% | 35% | 1% | 2% | -4%
Cc1cc(NS(=O)(=O)c2ccc(NC(=O)/C=C/c3ccco3)cc2)nc(C)n1
  32% | -2% | -12% | 21% | -1% | 2% | -1% | -24% | 2% | 0%
Cc1ccc(CN(C(=O)c2csnn2)C(C(=O)NC2CCCC2)c2ccccn2)cc1 (stereo not given)
  -3% | -2% | -1% | 5% | -2% | -2% | -3% | -4% | -3% | 8%
O=C(O)CCC(=O)c1ccc2ccc3cccc4ccc1c2c34
  . | -11% | 21µM* | 11% | -4% | -1% | 11µM* | 10µM* | . | 4%
Cc1cc(C(=O)COC(=O)c2ccc[nH]c2=O)c(C)n1-c1ccc(F)cc1
  ? | ? | 3.4µM* | -1% | 0.35µM* | 0.56µM* | 10µM* | 7.1µM* | -3% | ?
CN(C)C(=O)c1cc(-c2ccccc2)no1
  -3% | -1% | ? | -1% | ? | 20% | 26% | -16% | 4% | ?
CCn1c(SCC(=O)OC)nc2sc3c(c2c1=O)CC(C)(C)OC3
  -12% | -2% | -2% | -4% | -1% | -2% | -7% | 1% | -3% | 2%
CCCCC(=O)NC(=S)NNC(=O)c1ccc(OC)cc1
  -62% | 6% | 3% | 2% | -14% | -4% | -23% | 2% | 6% | ?
CCS(=O)(=O)N1CCCC(C(=O)NCCN(C)Cc2ccccc2)C1 (stereo not given)
  28% | 3% | 0% | 7% | -9% | -1% | -12% | -5% | 2% | 0%
COc1cc(OC)cc(C(=O)NCC(=O)NCC(c2ccco2)N2CCCCC2)c1 (stereo not given)
  -13% | 10% | 3% | . | 0% | 0% | . | . | -1% | -2%
COc1ccc(C(CNC(=O)c2cccc(S(=O)(=O)NCc3ccccc3)c2)N(C)C)cc1 (stereo not given)
  1% | ? | -5% | -3% | 0% | 1% | 8% | 17% | -20% | 4%
COc1ccc(S(=O)(=O)N2CCC(C(=O)N[C@H](C(=O)N3CCCCCC3)C(C)C)CC2)cc1
  -5% | 2% | 0% | 1% | -4% | -2% | 16% | -1% | 0% | -4%
COCCCNc1nc2cc(OC)c(OC)cc2c2nc(-c3ccccc3)nn12
  -1%&0% | -3% | -4%&-7% | 5% | -8%[1.84 µM] | -5% | 4% | -1% | 6% | -11%
COc1ccccc1CN(C)C(=O)COC(=O)c1cc(C)oc1C
  -15% | -6% | 2% | . | 0% | -1% | . | . | 0% | 3%
CCn1c(=O)c2c(cnn2C)c2ccccc21
  2% | -1% | 1% | 4% | -1% | -2% | -9% | -3% | 9% | -10%
COc1ccc(N2CCN(C(CNC(=O)C(C)C)c3ccc4c(c3)OCO4)CC2)cc1 (stereo not given)
  -1% | 12% | 0% | 1% | -4% | -2% | 0% | -2% | 4% | 3%
CC(C)NC(=O)Cn1c(SCC(=O)N2CCCc3ccccc32)nc2ccccc21
  8% | -21% | 5% | -10% | 1% | -2% | 3% | 1% | . | -3%
CCOC(=O)c1sc(=S)n(-c2ccccc2Cl)c1SC
  -5% | 3% | -4% | ? | 1% | 1% | -2% | -11% | 0% | -6%
COc1ccccc1C(=O)N1CC2(C)CC1CC(C)(C)C2 (stereo not given)
  -12% | 2% | 2% | 1% | -5% | 0% | ? | -4% | -6% | -3%
CC(C)(C)C(=O)/C(=C\c1ccc([N+](=O)[O-])cc1)n1cncn1
  . | -26% | -16% | ? | -35%[inhibitor] | -33%[inhibitor] | 2.2µM* | 4.5µM* | . | -12%
Cc1ccc(NC(=O)c2cnccn2)c(OC(F)F)c1
  -3% | -19% | 1% | -7% | -4% | 0% | 13%[0.365 µM] | . | . | 5%
O=C(NC(=S)NCCCN1CCOCC1)c1ccc(Br)cc1
  1% | 10% | 3% | . | 3% | 12% | ? | -84% | 5% | -3%
CCSc1nnc(NC(=O)CSC2=NN3CCCC(=O)N=C3S2)s1
  3% | ? | ? | 9% | -1% | -3% | 2% | -3% | 6% | 1%
CC(C)(C)c1ccc(OCCCC(=O)NC2=NCCS2)cc1
  70% | 6% | ? | -3% | 13% | 6% | ? | ? | 5% | 0%
COc1ccc(CNC(=O)c2csc(Cc3ccc(Cl)cc3)n2)cc1
  20% | 10% | ? | -7% | 4% | -4% | 33% | -2% | 9% | -8%

This is a random part of the collection; about 13% have a hit in one of these screens.
